Gal4-VP16 FLuc: VP16 counterscreen qHTS for inhibitors of ROR gamma transcriptional activity | Drosophila S2 Gal4-VP16 UAS-luciferase, luminescence, 20 h | Potency, µM (series often up to 53.6 µM), for inactives: at the top dose activity, negative = inhibition, usual class: inhibitors | 310,000 compounds, 3.5% hits | AID 2546, 2010;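 also: Gal4-VP16 expression switched on by copper sulfate through the metallothionein promoter; % is scaled to controls: 0 for no effect and ±100 for the full control effect; nearly all actives have a fitted effect of over 50% in size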
ELG1 genotox: qHTS screen for small molecules that induce genotoxicity in human embryonic kidney (HEK293T) cells expressing luciferase-tagged ELG1; 330,000 compounds, 1.3% hits; AID 504466, 2011; HEK293T ELG1-luciferase reporter, luminescence, 16 h; Potency, µM (highest dose often 46 µM), inactives show at the highest dose activity change, positive = activation, actives largely listed as activators; also: % of control where 0% means no effect; nearly all actives have a fitted effect of over 60% in size
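HEK293T cells expressing luciferase-tagged ELG1 were treated with compound or DMSO for 16 hr at 37°C. Luciferase activity was then read after 30 min with ONE-Glo at room temperature; rising signal flags genetic stress.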
Rab9 prom act: qHTS Assay for Rab9 Promoter Activators. Huh7 Rab9 promoter-luciferase reporter, luminescence, 24 h. Potency, µM (doses to about 9.22 µM), inactives show at the top dose activation, negative = inhibition, hits mostly activators. 320,000 compounds, 2.8% hits; also: % of control where 0% means no effect; nearly all actives have a fitted effect of over 60% in size
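Quantitative HTS format; Huh7 Rab9-luciferase reporter cells (1500/well) receive compound 2 h post-plating, incubate 24 h at 37 °C, then get luciferase reagent for 10 min before luminescence reading.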
RORg inh: qHTS for inhibitors of ROR gamma transcriptional activity. Nuclear receptor ROR-gamma (Mus musculus), P51450. Drosophila S2 Gal4-RORgamma UAS-luciferase reporter, 20 h. Potency, µM (highest dose often 53.6 µM), without a hit: at the highest dose activity change, negative = inhibition, hits mostly inhibitors. 310,000 compounds, 5.4% hits; also: % is scaled to controls: 0 for no effect and ±100 for the full control effect; nearly all actives have a fitted effect of over 60% in size
Target sequence (P51450 whole entry, looked up, the tested form may be a part): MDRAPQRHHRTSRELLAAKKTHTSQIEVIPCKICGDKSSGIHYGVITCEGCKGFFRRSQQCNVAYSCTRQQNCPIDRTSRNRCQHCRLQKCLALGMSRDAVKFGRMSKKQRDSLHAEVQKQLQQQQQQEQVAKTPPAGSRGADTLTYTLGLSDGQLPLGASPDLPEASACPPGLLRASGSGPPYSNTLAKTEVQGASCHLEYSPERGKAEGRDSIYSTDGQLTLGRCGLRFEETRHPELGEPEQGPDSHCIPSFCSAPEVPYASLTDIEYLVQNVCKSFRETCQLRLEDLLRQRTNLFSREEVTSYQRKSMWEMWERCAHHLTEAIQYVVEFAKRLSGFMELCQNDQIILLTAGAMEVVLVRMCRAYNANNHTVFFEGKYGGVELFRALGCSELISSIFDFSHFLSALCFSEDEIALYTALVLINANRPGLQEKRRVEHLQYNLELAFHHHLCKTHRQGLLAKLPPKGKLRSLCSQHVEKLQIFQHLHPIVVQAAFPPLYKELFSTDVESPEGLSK
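Compounds are pin-transferred onto Drosophila Schneider cells expressing a copper-inducible Gal4–ROR gamma transactivation domain fusion. After 1 hr, copper sulfate is added to 700 uM final; luciferase is read 20 hr later.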
NPC1 promoter act: qHTS Assay for NPC1 Promoter Activators; Huh7 NPC1 promoter luciferase reporter, 24 h; 320,000 compounds, 2.4% hits; Potency, µM (doses to about 9.22 µM), without a hit: at the top dose activation, usual class: activators;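 also: % of control where 0% means no effect; nearly all actives have a fitted effect of over 60% in size; reporter is driven by a mutant NPC1 promoter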
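Cells: Huh7 expressing luciferase under the NPC1 promoter, 1500/well. Seeded 2 h, compound added, incubated 24 h at 37 °C. Luciferase reagent, 10 min ambient, then luminescence.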
MLL CXXC-DNA inh: qHTS Fluorescence Polarization Assay for Inhibitors of MLL CXXC domain - DNA interaction. Histone-lysine N-methyltransferase 2A (Homo sapiens), Q03164. 290,000 compounds, 0.037% hits. Potency, µM (highest dose often 115 µM), without a hit: at the top dose activity change, negative = inhibition, actives largely listed as inhibitors. MLL-CXXC / FITC-HOXA9 DNA fluorescence polarization. AID 2662, 2010; active = well fitted inhibition curve with a large enough effect in the polarisation, with a control signal flat, not every such curve was filed as active; inconclusive = small, poorly fitted or top-dose-only effect, or effect the other way, or a change in a side signal; inactive = no such curve, though single readings can be large or run the other way; the % refers to the polarisation
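Steps: dispense CXXC domain solution (7 uM) → pin compounds or unlabeled HOX-A9 DNA control → 5 min ambient → add FLSN-HOX-A9 solution (50 nM) → spin → 30 min ambient → fluorescence polarization. Tris pH 7.5/NaCl/DTT/BSA buffer.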
BRCA1 expr up: qHTS Assay to Identify Small Molecule Activators of BRCA1 Expression; Potency, µM (titrated, usually from 46.1 µM), inactives show top-dose activation, most hits filed as activators; 380,000 compounds, 1.1% hits; AID 624202, 2012; MCF7-BRCA1-FFLuc reporter, luminescence, 48 h; response scale: scaled: vehicle 0%, 10 µM genistein 100%; also: nearly all actives have a fitted effect of over 80% in size; some results filed as inactive show a strong effect at the top dose
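Cells: MCF7-BRCA1-FFLuc, 2000/well. Exposure: 48 h, 37 °C, 5% CO2. Read: luminescence, 15 min post-substrate. Controls: genistein 10 microM (maximal activation), DMSO (neutral).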
MBNL1-CUG inh: qHTS Assay for Inhibitors of MBNL1-poly(CUG) RNA binding; Muscleblind-like protein 1 (Homo sapiens), Q9NR56; TR-FRET MBNL1-His/biotin-(CUG)12 binding, 665/545 ratio; Potency, µM (titrated, usually from 57.5 µM), without a hit: top-dose activity change, negative = inhibition, most hits filed as inhibitors; 280,000 compounds, 0.036% hits; AID 2675, 2010; active = well fitted inhibition curve with a large enough effect in the signal ratio, with a control signal flat, not every such curve was filed as active; inconclusive = small, poorly fitted or top-dose-only effect, or effect the other way, or a change in a side signal; inactive = no such curve, though single readings can be large or run the other way; the % refers to the signal ratio; also: % is scaled to controls: 0 for no effect and ±100 for the full control effect
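MBNL1-His + Biotin-(CUG)12, cpd titration 92 nM–58 uM; Tb anti-His Ab 0.055 ng/ul, SA-XL665 5 nM (final); 60 min RT; ratiometric 665/545 nm, Ex 340 nm; normalized to buffer and full-complex controls.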
p53 reactivator: qHTS assay for re-activators of p53 using a Luc reporter. H1299 p53-A138V BP100-luciferase reporter, luminescence, 24 h. Potency, µM (series often up to 92.2 µM), for the others: at the top dose activity change, positive = activation, usual class: activators. 320,000 compounds, 0.063% hits. AID 504706, 2011; also: % of control where 0% means no effect; nearly all actives have a fitted effect of over 45% in size
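p53-null H1299 cells stably carrying temperature-sensitive p53-A138V and a BP100-luciferase reporter were pinned with compounds (4-point, 1:5 series) and held 24 hrs at 37 deg C. Luminescence was read 10 min after detection reagent.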
FLuc modulator: qHTS profiling assay for firefly luciferase inhibitor/activator using purifed enzyme and Km concentrations of substrates (counterscreen for miR-21 project). Luciferin 4-monooxygenase (Photinus pyralis), P08659. purified FLuc, Km substrates, luminescence inhibition. Potency, µM (titrated, usually from 57.5 µM), inactives show at the top dose activity change, negative = inhibition, hits mostly inhibitors. 360,000 compounds, 6.9% hits. AID 588342, 2011;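 also: plate controls were vehicle for no effect and reference inhibitor for full effect; nearly all actives have a fitted effect of over 55% in size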
Target sequence (P08659 whole entry, looked up): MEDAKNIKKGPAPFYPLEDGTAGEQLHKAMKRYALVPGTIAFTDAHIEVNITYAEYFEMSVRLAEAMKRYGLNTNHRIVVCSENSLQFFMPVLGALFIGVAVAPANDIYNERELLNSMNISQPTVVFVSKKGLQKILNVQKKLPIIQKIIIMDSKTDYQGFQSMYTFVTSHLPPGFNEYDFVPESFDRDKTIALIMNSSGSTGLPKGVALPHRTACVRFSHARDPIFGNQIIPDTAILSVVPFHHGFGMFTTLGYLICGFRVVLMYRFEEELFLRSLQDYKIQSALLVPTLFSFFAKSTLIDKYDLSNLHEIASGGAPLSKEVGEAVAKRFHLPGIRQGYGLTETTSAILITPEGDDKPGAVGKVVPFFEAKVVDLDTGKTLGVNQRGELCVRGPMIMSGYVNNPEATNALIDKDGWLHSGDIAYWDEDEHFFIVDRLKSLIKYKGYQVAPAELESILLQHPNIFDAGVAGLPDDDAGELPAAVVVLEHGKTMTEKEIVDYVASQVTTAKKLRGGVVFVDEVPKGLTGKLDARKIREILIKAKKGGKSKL
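Biochemical qHTS of compounds, final roughly 60 µM downward over six points, against 10 nM purified firefly luciferase using Km concentrations of substrates (10 uM D-luciferin, 10 uM ATP) in Tris acetate pH 7.5 buffer; luminescence output.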
uPA surface inh: qHTS for Inhibitors of Cell Surface uPA Generation; cell surface uPA generation assay, qHTS; Potency, µM (series often up to 38.3 µM), inactives show top-dose activity change, negative = inhibition, usual class: inhibitors; 330,000 compounds, 0.31% hits; active = well fitted inhibition curve with a large enough effect; inconclusive = small, poorly fitted or top-dose-only effect; inactive = no such curve, though single readings can be large or run the other way; tested in mouse RAW 264.7 cells; also: % is scaled to controls: 0 for no effect and ±100 for the full control effect; nearly all actives have a fitted effect of over 55% in size
* = called active by the depositor; ? = inconclusive; nt = no result given; [ ] = dose if it differs, or a comment. Unless noted, calls follow the shape of the dose curve; as a rule, active = well fitted curve in the direction sought with a large enough effect; inconclusive = small, poorly fitted or top-dose-only effect, or another doubt; inactive = no such curve, though single readings can be large; an effect the other way counts as inactive or inconclusive. Potency is read from the fitted curve at half-maximal effect. Some of the compounds tested (hit frequency here may not be typical).

Values run as follows: ELG1 genotox | uPA surface inh | RORg inh | p53 reactivator | MBNL1-CUG inh | FLuc modulator | Gal4-VP16 FLuc | BRCA1 expr up | NPC1 promoter act | MLL CXXC-DNA inh | Rab9 prom act
1	CN(C)c1ccc(N=Nc2nc3ccccc3n2C)cc1
 : -14.2% | ? | 0.398µM* | -15.4% | ? | 0.019µM* | 1.26µM* | -57.7% | 28.4% | ? | ?
2	CC(Cc1ccc(Cl)cc1)N1CCC(n2nccc2NC(=O)C2CCCC2)CC1 (stereo not drawn)
 : 0.1% | -0.4% | 14.6% | 2.1% | -2.1% | -0.8% | -0.6% | -16.3% | -1.2% | -1.9% | -2.9%
3	Cc1c(Cl)cccc1NC(=O)CNC(=O)c1ccco1
 : 0.1% | -0.1% | 4.0% | nt | 3.2% | 11.3% | 5.4% | 3.1% | 2.0% | 4.4% | -0.2%
4	Cc1ccc(CNC(=O)c2cnc3ccccc3n2)cc1
 : -7.8% | 0.5% | 38.3% | 5.7% | ? | -14.9% | 21.7% | -18.2% | -4.4% | 3.8% | 3.4%
5	CC(C)[C@H](NC(=O)OCc1ccccc1)C(=O)OCC(=O)Nc1c(F)cccc1F
 : -0.9% | 5.0% | 27.0% | 12.6% | 6.8% | -1.3% | 15.3% | -21.3% | -2.5% | -2.2% | -3.3%
6	O=S(=O)(Nc1ccc(C(F)(F)F)cc1)c1cccs1
 : 1.3% | -2.6% | 15.3% | -1.0% | -0.2% | -1.3% | -3.6% | -23.0% | 0.3% | 15.4% | -4.1%
7	COCCn1c(=O)[nH]c(=O)c2c(C(F)(F)F)cc(-c3cccs3)nc21
 : 16.8% | -18.5% | -37.7% | -5.2% | 21.4% | 5.4% | -3.9% | -33.7% | -1.3% | -1.9% | -5.0%
8	O=C(CCCOc1ccccc1)NN1C(=O)NC2(CCCCC2)C1=O
 : -0.3% | 1.3% | nt | -0.9% | nt | -1.9% | nt | 17.6% | 0.0% | nt | 1.6%
9	Cc1nc2sc(C(=O)Nc3ccccc3Cc3ccccc3)c(C)c2c(=O)[nH]1
 : 16.2% | 4.2% | 5.9% | 0.6% | -13.9% | -2.9% | 3.4% | -28.2% | -0.8% | 4.9% | -3.5%
10	OCC[C@@H]1C[C@@H](O)[C@H](O)[C@@]2(CCc3ccccc3CO2)O1
 : 2.1% | 2.6% | -9.8% | nt | -2.0% | 7.4% | -3.0% | 2.6% | -7.2% | 6.4% | 2.3%
11	CC(=O)c1sc(N/N=C\c2cccc(Br)c2)nc1C
 : 5.9% | 2.6% | ? | ? | nt | 10.7µM* | ? | 26.9% | -2.7% | 94.6%[activator] | 17.6%
12	CCC(=O)NC(Cc1ccccc1)c1ccc2c(c1)OCCCO2 (stereo not drawn)
 : 1.2% | 4.7% | 14.2% | -4.7% | -3.7%[11.5 µM] | -10.0% | 6.4% | 32.4% | -1.7% | -4.6% | -2.7%
13	COc1ccc(N2C(=O)N(Cc3ccc(C)cc3)c3ccccc3S2(=O)=O)cc1
 : -1.0% | -4.1% | 5.2% | -3.7% | 0.8% | 2.2% | -0.7% | -27.0% | -2.6% | 4.2% | -8.9%
14	CC(=O)N1CCOc2ccc(S(=O)(=O)NCC3CCC(C(=O)Nc4ncccc4C)CC3)cc21 (stereo not drawn)
 : 6.6% | 0.8% | 3.0% | -5.3% | -1.8% | 1.2% | -0.6% | 6.2% | -2.2% | 13.9% | -7.5%
15	CCCC(C)C(=O)Nc1ccc(S(=O)(=O)Nc2nccc(C)n2)cc1 (stereo not drawn)
 : 1.4% | 2.0% | -16.8% | -1.6% | -10.8% | 6.4% | 5.6% | 8.8% | -2.9% | 1.2% | -4.9%
16	COc1cccc(OCC(=O)O)c1
 : 0.6% | 6.5% | -0.7% | 0.9% | -2.6% | -4.0% | 7.6% | -5.8% | -1.8% | 6.5% | 0.3%
17	NNC(=O)c1cc2sccc2s1
 : -2.0% | -16.2% | -35.4% | 3.4% | 0.5% | -10.3% | 29.7% | -32.8% | -0.4% | 4.9% | -4.3%
18	CCc1ccccc1NNC(=O)c1cc(C)on1
 : 8.1% | 2.8% | -1.2% | 1.8% | -15.8% | -0.7% | -4.0% | -10.0% | 1.3% | 15.9% | 9.1%
19	COc1ccc2c(c1)c(C(=O)N/N=C/c1ccc(Br)cc1)c(C)n2C
 : -2.5% | 11.2µM* | -12.4% | 0.5% | 13.7% | ? | -3.7% | -42.3% | -30.1%[inhibitor] | 8.9% | -8.9%
20	O=C(CSc1ccc2ccccc2c1)Nn1cnnc1
 : 3.7% | 0.9% | 18.3% | 2.3% | 8.0% | ? | 9.8% | 17.6% | -0.6% | 14.6% | 0.5%
21	COCc1cc(=O)n2[nH]c(SCc3ccccc3)nc2n1
 : 6.8% | -5.2% | -0.4% | -2.9% | -18.1% | -19.5% | -12.6% | 4.0% | 5.8% | -4.6% | 9.2%
22	Cc1c(NCc2cccnc2)cccc1C(=O)O
 : 3.2% | 2.2% | 10.1% | -5.9% | -15.7% | -5.9% | -4.6% | 9.4% | -3.1% | 3.0% | 8.5%
23	Cc1ccc(C)n1C1CCS(=O)(=O)C1 (stereo not drawn)
 : ? | -10.8% | -22.0% | 23.5% | 7.1% | 2.7% | 15.7% | 24.5% | -2.8% | -2.5% | 1.7%
24	CCCCn1c(=O)[nH]c(=O)c2c1nc(CN1C(=O)c3ccccc3S1(=O)=O)n2CCC
 : -1.1% | 0.0% | ? | -3.8% | -5.0% | -2.3% | ? | -26.9% | -2.0% | -4.5% | -0.8%
25	CCn1c(O)c(/C=N/N=C2CCCC2)c2ccc(C3=NNC(=O)CC3)cc21
 : 0.2% | -5.7% | 11.8% | 13.8% | 6.1% | -3.9% | -4.8% | 2.4% | -6.4% | -7.1% | -0.2%
26	O=C(NCc1ccc(F)cc1)c1cc(C(=O)C2CC2)c[nH]1
 : -4.7% | 0.9% | ? | 3.5% | -3.9% | 3.4% | ? | -27.1% | -2.4% | 2.9% | -0.6%
27	Nc1ccnn1Cc1ccc(Br)s1
 : 3.2% | 2.1% | 13.1% | 9.2% | -5.1% | 0.9% | -1.3% | -22.2% | 1.1% | -1.0% | 2.6%
28	C=CCn1c(SCC2=C(C(=O)OCC)C(C)NC(=O)N2)nnc1C1CCCCC1 (stereo not drawn)
 : -6.0% | -3.8% | 16.6%[0.365 µM] | -10.4% | -4.7% | 1.3% | nt | 0.9% | 0.0% | 0.8% | -3.1%
29	COc1ccccc1-n1cnc2cc(NCc3ccccn3)ccc21
 : 10.0% | nt | -36.4% | 14.6% | 3.4% | 15.1µM* | 2.6% | -41.5% | -2.9% | -5.5% | 16.0%
30	COc1cccc(C2CC(=O)Nc3cc4c(cc32)CCC4)c1 (stereo not drawn)
 : -0.5% | 11.2µM* | ? | -10.9% | -5.7% | 7.3% | 12.6µM* | -30.5% | -30.4%[inhibitor] | 6.5% | -29.0%
31	CC(=O)c1cccc(NC(=O)N2CCC(NC(=O)C3CCCCC3)CC2)c1
 : 0.6% | 3.9% | 27.4% | -7.4% | 0.7% | 0.8% | 7.7% | -18.2% | -0.7% | 0.0% | -2.5%
32	Cc1[nH]c2ccccc2c1Cc1nnc(SCc2ccccc2)o1
 : -2.3% | 0.1% | ? | -8.0% | -1.6% | -2.9% | 5.5% | -6.7% | -1.4% | -8.9% | -4.2%
33	CN1C(=O)c2ccccc2C(C(=O)NCc2ccco2)C1c1c[nH]c2ccccc12 (stereo not drawn)
 : nt | 0.9% | -0.6% | nt | 9.7% | 0.1% | 3.8% | 9.4% | nt | -0.6% | nt
34	Cn1c2c(c(=O)n(C)c1=O)C1c3cc(Cl)ccc3OCC1CO2 (stereo not drawn)
 : 1.1% | 2.3% | 0.0% | -11.2% | 1.2% | 1.0% | 8.6% | -26.1% | 7.9% | 3.5% | -5.0%
